Compound activity from PubChem.
CFTR F508del cor – correctors of CFTR F508del function in bronchial epithelial cells; CFBE cells, YFP halide quenching; stimulated with forskolin plus potentiator P3; % fluorescence drop versus neutral controls; 0.36% of 350,000 active; activity (quench increase), % at 7.58 µM;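 active = mean added fluorescence quench of at least 8% versus neutral control, with both replicates also reaching 8%; inconclusive = only one of the mean or replicate conditions met; inactive = mean below 8% and not both replicates reaching 8%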;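 also: cells transiently co-express mutant CFTR-F508del with the halide-sensitive YFP; corrector assay measuring rescue of mutant channel to the surface after 24 h compound exposure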
PAX8 inh HTS – inhibitors of PAX8 transcriptional activity in RMG-I cells; RMG-I TPO-luciferase reporter, SteadyGlo, 24 h; inhibition, % at 12.6 µM; 1.2% of 360,000 active;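 active = mean replicate inhibition at least 60% with every replicate also reaching 60%; inconclusive = only one of the two criteria is met; inactive = mean below 60% and not all replicates reaching 60%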;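 also: luciferase light reporting Pax8 driven TPO promoter activity; plate controls were median of neutral control wells for no effect and mitoxantrone controls for full effect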
FN deposit inh – fibronectin deposition inhibition. AH1F fibroblasts, Alexa488-fibronectin deposition fluorescence, overnight. inhibition, % at 12.6 µM. AID 743247. 0.086% of 350,000 active;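 active = mean inhibition across replicates of 30% or more, regardless of how many single replicates reach that level; inconclusive = mean under 30% yet at least half of replicates reach 30%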;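 also: positive control wells lacked labelled fibronectin entirely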
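Material: AH1F fibroblast monolayer depositing Alexa488-labelled fibronectin into matrix | Input: 10000 AH1F cells/well | Medium: DMEM plus 2% serum, read in PBS | Reagent: Alexa488-fibronectin, 24 nM final in well | Compound dosing: One dose per compound, pinned | Schedule: 1 h adhesion, overnight exposure | Measured by: Fluorescence at 485 nm excitation, 525 nm emission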
miR-122 sensor – miR-122 inhibition in Huh7 cells | Huh7 miR-122 Renilla luciferase sensor, 48 h; neutral wells = 0, positive control = 100 | activation (reporter increase), % at 12.5 µM | 0.3% of 340,000 active | AID 602342;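 active = mean replicate activation score at least 90 and every replicate individually at or above 90; inconclusive = only one of the two criteria met; inactive = neither criterion met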;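 also: higher luciferase means less miR-122 activity so hits act as miR-122 inhibitors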
EWS-Fli inh – EWS/Fli transcriptional activity inhibition. inhibition, % at 12.6 µM. 0.67% of 350,000 active. A673 NR0B1-luciferase reporter, viability-normalised. AID 651661;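 active = mean inhibition of at least 50% after viability correction, with every replicate also passing that limit; inconclusive = mean reaches 50% but only one of two replicates passes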;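 also: firefly luciferase signal divided by Alamar Blue viability fluorescence both relative to DMSO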
INS-1E GSIS act – GLuc luminescence reporter in INS-1E cells, primary screen for activators of glucose-dependent secretion of insulin; AID 743287; INS-1E GLuc reporter insulin secretion, 2-3 h; 0.61% of 370,000 active; activation, % at 16.6 µM;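 active = lowest replicate activation of at least 40%, so every replicate reaches that level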;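 also: 0% = median of neutral control wells and 100% = median of IBMX positive control wells; some compounds called inactive have numbers as strong as hits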
DENV2 CPE – protects cells from dengue virus 2 cytopathic effect. CPE inhibition, % at 9.99 µM. 1.7% of 350,000 active. DENV2-infected cells, cytopathic effect rescue, plate reader; in the data active = CPE inhibition above about 20%, passing the limit was not always enough; inconclusive = no clear call, values can overlap the other calls; tested in BHK-21 cells;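 also: 0% = median of neutral control wells and 100% = median of positive control wells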
* marks the source's active call; other numbers are inactive results; u = inconclusive; x = not tested or not shown; [ ] = remark or other dose.

SMILES	CFTR F508del cor	PAX8 inh HTS	FN deposit inh	miR-122 sensor	EWS-Fli inh	INS-1E GSIS act	DENV2 CPE
Cc1cccc(N2CCN(S(=O)(=O)c3ccc4c(c3)CCCN4C(=O)C3CCC3)CC2C)c1 (stereo not drawn)	-3.8	14	7	x	13	-7	-2
COc1ccc(S(=O)(=O)N2CCCCC2)cc1NC(=O)c1cc(C)on1	-0.3	-3	-2	-8	3	13	-4
O=C(C[C@H]1C[C@@H]2c3cc(NC(=O)c4cccnc4)ccc3O[C@@H]2[C@H](CO)O1)NCC1CC1	-3.3	-21	2	7[16.7 µM]	-5	2	u
CCn1c(SCC(=O)Nc2cc(C)on2)nnc1-c1ccc(C)cc1	-0.9	-8	2	-5	4	6	0
COc1ccc(N(Cc2cc3cc(C)ccc3[nH]c2=O)C(C)=O)cc1	-2.3	14	5	-4	13	3	0
CC(C)(C)n1nnnc1C(c1cccs1)N1CCN(C(=O)c2ccco2)CC1 (stereo not drawn)	x	12	x	5	x	-2	x
Cc1cc(C)n(S(=O)(=O)c2ccccc2)n1	-0.1	-7	-15	-1	0	-15	-5
COc1ccc(NC(=O)N2CCCCN3[C@H](CO)[C@@H](c4ccc(C#CCC(C)C)cc4)[C@H]3C2)cc1	7.7	34	x	-5[16.7 µM]	24	-21	-25
COC(=O)c1sc(NC(=O)COc2ccccc2C)nc1C	0.2	-44	-7	x	-52	-20	-2
COc1cccc(NC(=O)N(C)C[C@H]2Oc3cc(-c4cccc(C(=O)N(C)C)c4)ccc3S(=O)(=O)N([C@@H](C)CO)C[C@@H]2C)c1	0.7	0	x	47[16.7 µM]	-1	-1	-2
COc1cc(C(=O)O/N=C(\N)c2ccc([N+](=O)[O-])cc2)cc(OC)c1OC	1.2	6	6	x	-2	4	11
O=S(=O)(N[C@H]1CC[C@H](CCn2cc(-c3cccc(F)c3)nn2)O[C@@H]1CO)c1ccccc1	-1.3	20	x	x	14	-26	2
COc1cccc(-c2cc(C(=O)Nc3ccc(N(C)C(C)=O)cc3)c3cc(Br)ccc3n2)c1	0.6	48	3	4	23	-25	-16
COC(=O)[C@@H](Cc1ccccc1)NC(=O)NCCc1ccccc1	2.9	6	2	-9	2	-2	0
Cc1ccc(Cl)cc1NC(=O)CN1CCN(S(=O)(=O)N2CCOCC2)CC1	2.1	-12	2	-2	-3	10	4
COc1cccc(C(=O)NCCCNC(=O)c2ccco2)c1	3.0	9	-4	-2	-1	3	3
Cc1ccc(NC(=S)N/N=C/c2ccc(OCCC(C)C)cc2)c(C)c1	x	6	-3	11	x	x	x
O=Cc1cn(CC(=O)N2CCc3ccccc32)c2ccccc12	0.2	13	4	4	-9	1	-6
COC(=O)CSc1nc2sc3c(c2c(=O)[nH]1)CCC3	1.2	12	-1	-5	-3	9	1
CCn1c(C)nc2cc(C(=O)NNS(=O)(=O)c3c(F)cc(F)c(Cl)c3F)ccc21	-4.8	5	15	2	-2	-22	-3
CCOC(=O)C1CCCN(C2CCN(Cc3nc(Cc4ccccc4)no3)CC2)C1 (stereo not drawn)	-0.1	-2	x	x	-2	13	1
C[C@H](CO)N1C[C@H](C)[C@H](CN(C)Cc2ccc(F)cc2)Oc2ncc(-c3ccccc3F)cc2C1=O	-2.4	x	6	13[16.7 µM]	-5	6	4
CN1C(=O)c2cc(NC(=O)c3cccc(F)c3)ccc2OC[C@H]2O[C@H](CC(=O)NCC3CC3)CC[C@H]21	-3.3	0	6	x	7	-4	-11
COc1ccc(Nc2cc(C)nc(N3CCN(C(=O)c4ccc5c(c4)OCO5)CC3)n2)cc1	-3.9	15	7	x	3	17	1
COc1ccc2c3c([nH]c2c1)[C@H](CO)N(C(=O)c1ccc(F)cc1)CC31CN(C(=O)CC2CC2)C1	0.9	-12	x	x	-4	-1	16
C[C@@H]1CN([C@@H](C)CO)C(=O)c2c(c3ccccc3n2C)-c2ccccc2CO[C@@H]1CN(C)S(=O)(=O)c1ccc([N+](=O)[O-])cc1	4.1	29	-11	x	11	4	-9
C[C@H](CO)N1C[C@H](C)[C@@H](CN(C)Cc2ccccc2F)Oc2ncc(C3=CCCC3)cc2C1=O	-1.0	-5	-8	3[16.7 µM]	-24	-6	9
COc1ccc(S(=O)(=O)Nc2ccc3c(c2)C(=O)N([C@@H](C)CO)C[C@@H](C)[C@H](CN(C)Cc2ccc(Oc4ccccc4)cc2)O3)cc1	10*	36	x	0[16.7 µM]	28	-11	-3
CC(C)(C)OC(=O)NCCCCC1=CC2=CC(=O)C(C)(O)C(=O)C2=CO1 (stereo not drawn)	-1.0	-29	-3	2	10	-8	-13
COc1ccc(C(=O)N/C(=C\c2cn(C)c3ccccc23)C(=O)OCC(C)C)cc1	-0.2	70*	-2	-13	12	0	7

Entries of single compounds from above. Values in the order: CFTR F508del cor	PAX8 inh HTS	FN deposit inh	miR-122 sensor	EWS-Fli inh	INS-1E GSIS act	DENV2 CPE
CC(C)(C)OC(=O)NCCCCC1=CC2=CC(=O)C(C)(O)C(=O)C2=CO1 (stereo not drawn) across the screens: -1.0	-29	-3	2	10	-8	-13
COc1ccc(S(=O)(=O)Nc2ccc3c(c2)C(=O)N([C@@H](C)CO)C[C@@H](C)[C@H](CN(C)Cc2ccc(Oc4ccccc4)cc2)O3)cc1 across the screens: 10*	36	x	0[16.7 µM]	28	-11	-3
Cc1ccc(NC(=S)N/N=C/c2ccc(OCCC(C)C)cc2)c(C)c1 across the screens: x	6	-3	11	x	x	x
COC(=O)[C@@H](Cc1ccccc1)NC(=O)NCCc1ccccc1 across the screens: 2.9	6	2	-9	2	-2	0
COc1ccc(S(=O)(=O)N2CCCCC2)cc1NC(=O)c1cc(C)on1 across the screens: -0.3	-3	-2	-8	3	13	-4

(listing goes on)
SMILES	CFTR F508del cor	PAX8 inh HTS	FN deposit inh	miR-122 sensor	EWS-Fli inh	INS-1E GSIS act	DENV2 CPE
S=C(Nc1cccnc1)Nc1ccccc1Br	-1.4	0	1	x	4	-25	-7
CCCCCCCCN1C(=O)[C@@H](CC(=O)NCCCOC)C[C@@]2(C(=O)OC)C1=C[C@H](C1CCCC1)O[C@@H]2C	-1.6	4	-4	x	3	x	-2
OCCOCCN1CCN(C(=S)Nc2ccccc2)CC1	0.3	3	9	-7	0	-1	-3
Cc1cccc(OCC(=O)NCC2CCCO2)c1C (stereo not drawn)	x	9	x	x	7	-14	-4
C[C@@H]1CN([C@@H](C)CO)C(=O)c2cccc(NC(=O)Nc3ccc4c(c3)OCO4)c2O[C@@H]1CN(C)C(=O)NC1CCCCC1	3.2	x	x	-6[16.7 µM]	0	-17	-7
C=C(c1ccccc1)c1ccccc1N	-3.4	7	-4	-10	-6	-1	12
C=CCn1cccc(C(=O)Nc2ccc(OCC)cc2)c1=O	-0.8	-70	-3	-3	-69	24	0
CCc1nn(-c2cc(Cl)ccc2OC)c2c1C(=O)CCC2	x	24	1	12	x	x	x
CC(C)C(NC(=O)c1ccccc1NC(=O)c1ccco1)C(=O)NNC(=O)c1ccncc1 (stereo not drawn)	-1.2	7	-1	x	7	1	-1
C=CCn1c(SCC(=O)N2CCN(CCO)CC2)nc2sc3c(c2c1=O)CCC3	-0.3	-1	4	x	x	7	7
CCOc1ccccc1N(CC(=O)Nc1ccc(S(=O)(=O)N2CCOCC2)cc1)S(=O)(=O)c1ccc(Cl)cc1	-4.3	62*	-1	x	-6	17	0
COc1ccc([N+](=O)[O-])cc1NC(=O)C(C)N(C)Cc1ccc(Br)cc1 (stereo not drawn)	-1.4	22	-5	15	6	x	x
CN(C)Cc1cn(CC[C@H]2CC[C@@H](NS(=O)(=O)c3ccc(-c4ccccc4)cc3)[C@@H](CO)O2)nn1	-2.7	8	-4	-5[16.7 µM]	11	13	u
Cn1c(=O)c2cc(S(=O)(=O)NC(C(=O)NC3CCCCC3)c3ccccc3)ccc2n(C)c1=O (stereo not drawn)	-1.0	-27	4	-9	-1	-8	2
O=C(NCC1CC1)[C@@H]1[C@@H](CO)[C@@H]2Cn3c(ccc(-c4ccncc4)c3=O)[C@@H]2N1Cc1cocn1	-4.7	-1	x	-2[16.7 µM]	13	8	6
CC(=O)OC(COc1cccc(C)c1)Cn1cnc2ccccc21 (stereo not drawn)	2.3	-27	-5	x	-8	-31	-1
NC(=O)c1nsc(C(=O)N(CCCN2CCOCC2)C(C(=O)NC2CCCCC2)c2ccc(Cl)cc2)c1N (stereo not drawn)	0.8	-4	-4	2	-3	1	2
C[C@@H]1CCCCO[C@@H](CN(C)C(=O)CCCN(C)C)[C@H](C)CN([C@@H](C)CO)C(=O)c2cc(NC(=O)Nc3ccc(C(F)(F)F)cc3)ccc2O1	-0.8	0	x	-4[16.7 µM]	8	5	2
CCNC(=O)COC(=O)c1cc(S(=O)(=O)N2CCCc3ccccc32)ccc1Cl	0.4	-12	-7	1	4	-37	4
CC(OC(=O)CCc1nc2ccccc2c(=O)[nH]1)C(=O)Nc1ncc(Cl)cc1Cl (stereo not drawn)	-0.5	-9	-19	-7	-7	-5	2
CC(C)c1nc(SCC(=O)Nc2cccc3ccccc23)n[nH]1	-4.5	25	-7	-5	-1	x	-6
N#CC1=C2SCN(c3ccccc3)CN2C(=O)CC1c1c(Cl)cccc1Cl (stereo not drawn)	6.3	-16	12	x	7	-29	18
CCOC(=O)c1c(NC(=O)c2ccc(N3C(=O)C4C5C=CC(C5)C4C3=O)cc2)sc2c1CCCC2 (stereo not drawn)	x	-6	-14	-4	x	x	x
O=C1NC(=O)C(Cc2ccccc2)(c2cccnc2)N1 (stereo not drawn)	1.2	-2	-1	2	-16	1	-3
CCN1CCN(C(=O)c2ccc3c(c2)N(Cc2ccc(C)cc2)CCS3)CC1	0.5	-39	12	42	x	-3	-3
CCOC(CNC(=O)c1ccc2c(c1)nc(C)n2-c1cccc(F)c1)OCC	-1.7	x	x	-2	-3	-4	-6
O=C(NCc1cccs1)C1CCCN1C(=O)Nc1ccccc1[N+](=O)[O-] (stereo not drawn)	0.9	-4	-3	1	4	-6	4
CCc1ccccc1N(CC(=O)NC(C)c1ccccc1)S(C)(=O)=O (stereo not drawn)	-2.2	6	1	-1	11	2	8
CCn1nnnc1SCC(=O)NCc1ccco1	x	0	-5	2	x	x	x
CNC[C@@H]1Oc2ccc(NC(=O)Nc3ccc(F)cc3)cc2CC(=O)N([C@H](C)CO)C[C@@H]1C	-1.6	-9	10	-4[16.7 µM]	-2	-10	8
O=C(CNC(=O)c1ccccc1)N/N=C/c1ccc([N+](=O)[O-])s1	1.5	18	12	x	7	-15	-3
COc1ccc(-c2n[nH]c(=S)nc2-c2ccc(OC)cc2)cc1	3.2	10	-8	-8	6	11	-7
C[C@@H]1CN([C@@H](C)CO)C(=O)c2cccc(NS(=O)(=O)c3ccc(Cl)cc3)c2O[C@@H]1CN(C)S(=O)(=O)c1ccc(F)cc1	-1.3	-1	x	1[16.7 µM]	-7	x	x
CC1CCN(S(=O)(=O)c2ccc3c(c2)N(CC(=O)NCCN2C(C)CCCC2C)C(=O)CS3)CC1 (stereo not drawn)	-0.1	-1	6	x	x	-5	4
COc1ccc(NC(=O)C2Cc3c(-c4ccccc4Oc4ccccc4)ccnc3O2)cc1 (stereo not drawn)	5.2	13	-6	-5	6	-24	-6
C[C@@H]1CN([C@@H](C)CO)C(=O)CCCn2cc(nn2)CO[C@@H]1CN(C)C(=O)NC1CCCCC1	1.4	x	14	2[16.7 µM]	-1	4	-4
Cc1ccc(NC(=O)C2CC(=O)n3c(nc4ccccc43)N2)cc1C (stereo not drawn)	1.2	10	-4	-2	12	-12	0
Cc1cc(C)c(C#N)c(OCC(=O)c2ccccc2)n1	x	5	-5	10	x	x	x
O=C(CSc1nc(Nc2ccccc2)nc(N2CCOCC2)n1)Nc1cccc([N+](=O)[O-])c1	1.6	29	x	x	1	9	2
